Screens from PubChem.
MT1-MMP act inh: blockers of MT1-MMP proenzyme processing, primary screen, HT1080 RFP-PRO-GFP cells, GFP/RFP fluorescence; Matrix metalloproteinase-14 (Homo sapiens), P50281; GFP/RFP ratio fluorescence, overnight; percent of plate control window, DMSO zero; GFP/RFP ratio change, % at 20 µM; actives 0.061% (n = 360,000);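 active = GFP/RFP ratio change of at least 30% with cell ATP level not reduced by more than half and red fluorescence within 50% of control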; note: strong numbers were not always called active
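Assay system: RFP-PRO-GFP reporter HT1080 cells; read-out basis: GFP/RFP fluorescence ratio; benchmarks: DMSO wells and RFP-L50D-GFP cells; doses: 20 µM single dose, 1% DMSO; schedule: overnight cell settling, then overnight compound exposure, 37 °C, 5% CO2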
PABP1 MLLE inh: inhibitors of PABP1 MLLE–PAM2 peptide binding, primary screen, biochemical, fluorescence polarization, FITC-PAM2, GST-MLLE. Polyadenylate-binding protein 1 (Homo sapiens), P11940. inhibition, % at 20 µM. actives 0.36% (n = 360,000). AID 588489, 2011; in the data active = inhibition above about 35%, passing the limit was not always enough;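 note: plate controls were DMSO wells with GST-MLLE for no effect and wells lacking GST-MLLE protein for full effect; some results filed as inactive read as strong as hits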
Rin1-Abl PPI inh: inhibitors of Rin1-Abl protein binding, primary screen, biochemical, TR-FRET; AID 588664, 2011; Tyrosine-protein kinase ABL1 (Homo sapiens) + Ras and Rab interactor 1 (Homo sapiens), …; inhibition, % at 7.35 µM; actives 0.4% (n = 360,000); in the data active = inhibition above about 5%, passing the limit was not always enough
eLon inh: inhibitors of E. coli Lon protease, primary screen, biochemical, fluorescence polarization; P0A9M0; purified E. coli Lon protease; inhibition, % at 7.94 µM; actives 0.42% (n = 360,000); in the data active = inhibition above about 13%, passing the limit was not always enough;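 note: 0% = enzyme with probe and DMSO and 100% = no enzyme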
Target sequence (P0A9M0 whole entry, looked up): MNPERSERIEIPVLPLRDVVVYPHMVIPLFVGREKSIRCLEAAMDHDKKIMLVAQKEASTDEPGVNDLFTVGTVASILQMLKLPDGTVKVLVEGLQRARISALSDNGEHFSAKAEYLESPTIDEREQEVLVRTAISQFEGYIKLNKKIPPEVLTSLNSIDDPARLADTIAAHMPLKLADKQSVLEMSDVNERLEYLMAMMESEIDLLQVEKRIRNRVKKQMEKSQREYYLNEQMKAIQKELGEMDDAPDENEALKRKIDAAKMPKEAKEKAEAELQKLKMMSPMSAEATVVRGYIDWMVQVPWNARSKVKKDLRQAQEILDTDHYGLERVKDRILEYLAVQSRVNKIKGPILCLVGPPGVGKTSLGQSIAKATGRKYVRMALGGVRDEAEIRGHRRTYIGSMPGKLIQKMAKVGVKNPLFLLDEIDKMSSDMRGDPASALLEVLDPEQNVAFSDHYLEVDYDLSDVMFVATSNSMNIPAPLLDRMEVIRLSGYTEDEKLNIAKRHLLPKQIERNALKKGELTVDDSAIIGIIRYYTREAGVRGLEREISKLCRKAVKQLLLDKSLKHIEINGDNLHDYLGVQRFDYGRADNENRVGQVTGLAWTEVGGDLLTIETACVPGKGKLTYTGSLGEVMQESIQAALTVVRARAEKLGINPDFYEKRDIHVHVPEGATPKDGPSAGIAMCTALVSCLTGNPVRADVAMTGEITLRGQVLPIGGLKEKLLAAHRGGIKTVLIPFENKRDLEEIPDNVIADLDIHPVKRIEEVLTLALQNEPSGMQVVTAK
FAS-TE inh: FAS thioesterase domain inhibitors, primary screen, biochemical, fluorescence intensity, uHTS | AID 602261, 2012 | Fatty acid synthase (Homo sapiens), P49327 | recombinant FAS-TE, OMFH fluorogenic substrate, fluorescence endpoint | inhibition, % at 15 µM | actives 0.67% (n = 360,000);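 active = compounds whose normalised, plate-corrected inhibition of enzyme fluorescence in the single-dose primary screen is 50% or more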;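 note: 0% = DMSO with enzyme and 100% = substrate without enzyme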
Neddylation inh: inhibitors of cullin neddylation, primary screen, biochemical, TR-FRET, uHTS, NAE and Ubc12; NEDD8-conjugating enzyme Ubc12 (Homo sapiens) + NEDD8-activating enzyme E1 regulatory …; calls only at 25 µM; actives 0.58% (n = 360,000); AID 651699, 2012; in the data active = inhibition above about 36%
CendR NRP1 mod: modulators of CendR peptide binding to NRP-1, primary screen, biochemical, fluorescence polarization, uHTS; Neuropilin-1 (Homo sapiens), O14786; FAM-RPARPAR peptide binding to NRP-1; inhibition, % at 25 µM; actives 0.85% (n = 360,000); AID 602438, 2012;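 active = inhibition or corrected inhibition above about 18%, plus a signal ratio from 0.5 to 1.5, limit read from the data, passing the limit was not always enough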; note: strong numbers were not always called active
MsrA act: bovine MsrA enzyme activators, primary screen, biochemical, absorbance, HTS; activation, % at 10.6 µM; actives 0.3% (n = 360,000); purified bovine MsrA, absorbance read-out; Methionine sulfoxide reductase A (Bos taurus); AID 602163, 2012; in the data active = activation above about 7.5%;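 note: 0% = vehicle and 100% = reference activator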
SKN-1 block: suppressors of acrylamide-induced Pgst-4::GFP reporter in worms, primary screen, SKN-1 inhibitor project, whole organism, uHTS, GFP/RFP fluorescence ratio, strain VP596. C. elegans VP596 Pgst-4::GFP/RFP ratio, 24 h. inhibition, % at 21.8 µM. actives 0.49% (n = 360,000). AID 624304, 2012;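 active = interference check ratio from 0.5 to 1.5 plus GFP to RFP signal ratio inhibition reaching or exceeding a fixed threshold, cut at about 30% in these data, passing the limit was not always enough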; note: some compounds called inactive have numbers as strong as hits
Starred values were filed as active, the others as inactive; i = inactive; . = no result given.

Each structure is followed by: MT1-MMP act inh	PABP1 MLLE inh	Rin1-Abl PPI inh	eLon inh	FAS-TE inh	Neddylation inh	CendR NRP1 mod	MsrA act	SKN-1 block
1	CCCn1c(SCC(=O)N(C2CCCCC2)C2CCS(=O)(=O)C2)n[nH]c1=O (centres undefined)
  -2	-8	1	-4	-6	i	8	-2	4
2	COc1cccc(CNC(=O)C(=O)NCCC2CCCCN2S(=O)(=O)c2cccs2)c1 (centres undefined)
  -1	-8	1	0	10	i	0	-1	-1
3	COc1ccc(NC(=O)C(=O)NCCN2CCN(C(=O)C(c3ccccc3)c3ccccc3)CC2)cc1
  -1	7	1	-9	3	i	9	-1	-2
4	COc1cccc(C(=O)O/N=C(\N)c2ccncc2)c1OC
  2	7	-3	5	-9	i	-3	-7	-13
5	O=C(Cc1ccccc1)N/N=C/c1ccc(OCC(=O)Nc2ccccc2)cc1
  -2	-5	1	0	2	i	-14	-2	12
6	O=C(Nc1ccc(Cl)c(Cl)c1)Nc1ccc([N+](=O)[O-])cn1
  -1	-1	6	6	16	i	-3	1	22
7	COc1ccc(NC(=O)C2CCCN(S(=O)(=O)c3cccc4cccnc34)C2)cc1 (centres undefined)
  9	5	-1	-2	7	i	-8	0	-6
8	O=[N+]([O-])c1cc(C(F)(F)F)cc([N+](=O)[O-])c1N1CCCNCC1
  2	7	0	2	-16	i	-5	0	1
9	CC(C)c1ccc(CC(=O)N2CCC2(C)C(=O)NCC(C)(C)C)cc1 (centres undefined)
  2	8	2	3	-1	i	6	-5	0
10	COCCn1c(SCC(=O)NC(=O)NC(C)C)nc2ccccc21
  3	-7	1	-1	-10	i	8	-9	1
11	COc1ccccc1NS(=O)(=O)c1cc(C(=O)NCC(c2cccs2)N2CCOCC2)ccc1C (centres undefined)
  5	8	2	-8	-2	i	4	-3	-25
12	CCC(CC)C(=O)Oc1c(C(=O)N(C)C)cccc1-c1ccccc1
  -1	12	3	-11	0	i	-2	-2	-12
13	C=CCNC(=S)NNC(=O)CCC(O)COCCC(C)C (centres undefined)
  6	-12	5	-11	0	i	3	-1	-9
14	COc1ccc2c(c1)OC(O)(C(F)F)CC2=O (centres undefined)
  -1	2	6	-6	-5	i	3	-7	3
15	COc1cccc2c1OCC([C@@H]1C[C@H]3CN(Cc4cccc(Cl)c4)C(=O)[C@]34CCCN14)=C2
  -3	5	3	-4	5	i	-7	3	12

An excerpt from above in order of molecular weight, low to high:
Each structure is followed by: MT1-MMP act inh	PABP1 MLLE inh	Rin1-Abl PPI inh	eLon inh	FAS-TE inh	Neddylation inh	CendR NRP1 mod	MsrA act	SKN-1 block
9	CC(C)c1ccc(CC(=O)N2CCC2(C)C(=O)NCC(C)(C)C)cc1 (centres undefined)
  2	8	2	3	-1	i	6	-5	0
15	COc1cccc2c1OCC([C@@H]1C[C@H]3CN(Cc4cccc(Cl)c4)C(=O)[C@]34CCCN14)=C2
  -3	5	3	-4	5	i	-7	3	12
3	COc1ccc(NC(=O)C(=O)NCCN2CCN(C(=O)C(c3ccccc3)c3ccccc3)CC2)cc1
  -1	7	1	-9	3	i	9	-1	-2

Additional results
Each structure is followed by: MT1-MMP act inh	PABP1 MLLE inh	Rin1-Abl PPI inh	eLon inh	FAS-TE inh	Neddylation inh	CendR NRP1 mod	MsrA act	SKN-1 block
16	COc1ccc(NC(=O)C2CCN(S(=O)(=O)c3cccc4nonc34)CC2)cc1
  -2	-16	0	0	-1	i	-6	-1	-4
17	Cc1cc(=O)oc(C)c1C(=O)Nc1ccc(F)cc1
  1	9	4	13	-5	i	0	-5	5
18	Cc1c(NC(=O)c2ccc(S(=O)(=O)N3CCOCC3)cc2)cccc1[N+](=O)[O-]
  1	6	4	-10	6	i	7	-7	19
19	C=CCNc1sc(C(=O)c2ccc(Br)s2)c(N)c1C#N
  -20	-21	2	-6	-7	i	-70	-11	-8
20	CN(C)S(=O)(=O)c1ccc(C(=O)Nc2nnc(SCc3ccccc3)s2)cc1
  -3	5	-4	14	-6	.	-1	0	7
21	O=C(CN1CCCC1=O)NC1CCCc2c1cnn2-c1cc(F)cc(F)c1 (centres undefined)
  0	-10	3	5	-3	i	-21	-11	-2
22	O=C(Cn1cnc2cc([N+](=O)[O-])ccc2c1=O)Nc1cccc(S(=O)(=O)N2CCOCC2)c1
  -14	-15	0	6	4	i	5	-2	5
23	S=C(NCc1ccccc1)N1CCn2cccc2C1c1ccncc1 (centres undefined)
  -4	-3	1	-10	17	i	-8	-3	-8
24	CCn1c(=N)n(CC(=O)c2ccc(Br)s2)c2ccccc21
  -3	-4	-2	0	-4	i	4	-5	2
25	Cc1nc2ccccc2cc1OCc1ccc(F)cc1
  7	6	-1	1	14	i	3	2	90*
26	CC(C)(C)OC(=O)C[C@@H]1C/C=C\C[C@H](CC(=O)N[C@H](CO)Cc2ccccc2)C(=O)N[C@@H](Cc2c[nH]c3ccccc23)COC1=O
  4	-21	0	-2	-6	i	-4	-2	20
27	COc1ccc(Br)cc1C(=O)Nc1ccc(C(=O)O)cc1
  -1	8	2	2	-4	i	-5	-1	-1
28	O=C(c1ccc([N+](=O)[O-])cc1)N1CCC(n2nnc3cc(F)ccc32)CC1
  0	11	3	-4	5	i	6	-2	-2
29	CCN1C(=O)CSC1=NC12CC3CC(CC(C3)C1)C2
  -9	2	6	-10	14	i	-7	-2	4
30	O=C(N/N=C/c1ccco1)c1[nH]ncc1Br
  1	-6	4	8	-11	i	-5	-7	-10

Later entries
Each structure is followed by: MT1-MMP act inh	PABP1 MLLE inh	Rin1-Abl PPI inh	eLon inh	FAS-TE inh	Neddylation inh	CendR NRP1 mod	MsrA act	SKN-1 block
31	Cc1ccc(S(=O)(=O)C2(C(=O)Nc3cccc(F)c3)CC2)cc1
  4	7	-3	-6	0	i	5	-4	-12
32	O=C(NCc1ccc2c(c1)OCO2)C(C(=O)c1ccccc1)n1cc(Cl)ccc1=O (centres undefined)
  2	5	1	-5	-10	i	20	-5	6
33	NC(=O)C1CCN(C(=O)c2ccccc2CCc2ccccc2)CC1
  -4	-1	-2	-6	0	i	8	-5	-11
34	CN(CC(=O)Nc1ccccc1Cl)C(=O)COc1cccc2c1OC(C)(C)C2
  1	3	-3	2	-5	i	2	-1	-2
35	COC(=O)c1cn[nH]c1NC(=S)Nc1ccc(Cl)c(Cl)c1
  2	23	-2	8	-167	i	5	-1	5
36	Cc1cc(C)cc(OC(=O)N2CCOCC2)c1
  -2	-12	0	1	-8	i	-10	-3	17
37	C[C@H](NC(=O)OCc1ccccc1)c1nnc([C@H](C)NC(=O)OCc2ccccc2)o1
  0	5	1	-10	1	i	-176	-4	19
38	Cc1cccc(Cn2c(C)nc3ccc([N+](=O)[O-])cc3c2=O)c1
  2	-20	1	-2	40	i	-6	-7	-3
39	Cc1ccc(S(=O)(=O)N2CCOCC2)cc1C(=O)NCC1CCCO1 (centres undefined)
  3	-14	-1	2	-6	i	8	-9	5
40	CCOc1ccc(NS(=O)(=O)c2ccc(NC(=S)NC(=O)C(C)C)cc2)cc1
  -6	18	-4	1	13	i	-13	-1	31
41	O=C1Nc2ccc(Cl)cc2C12OCCCO2
  -4	9	2	-3	-2	i	9	-2	6
42	C[C@H](NC(=O)c1nc[nH]c1C(=O)N1CCN(C(=O)OC(C)(C)C)CC1)C(=O)OC(C)(C)C
  2	11	1	-13	-7	i	9	-2	-4
43	S=C(NCc1ccccc1)Nc1ccc(Oc2ccccc2)cc1
  1	-27	3	12	25	i	-14	-5	2
44	COC(=O)C1CCN(C(=O)COC(=O)c2ccc3[nH]c4c(c3c2)CCCC4)CC1
  4	-3	1	-1	3	i	0	-1	-6
45	COc1ccc(C(O)c2ncc(-c3ccccc3)[nH]2)c(OC)c1 (centres undefined)
  3	-13	2	-7	-5	i	-5	-3	19

Continuation.
Each structure is followed by: MT1-MMP act inh	PABP1 MLLE inh	Rin1-Abl PPI inh	eLon inh	FAS-TE inh	Neddylation inh	CendR NRP1 mod	MsrA act	SKN-1 block
46	CCOC(=O)NC(=O)/C(C#N)=C/c1ccc(N(C)C)cc1
  1	-139	-22	-351	-1	i	-181	-5	5
47	CCn1c(COc2ccc(C)cc2)nnc1SCC(=O)Nc1ccc(S(N)(=O)=O)cc1
  1	-16	1	0	5	i	18	-4	-19
48	O=C(Cn1cnnn1)NCc1ccccc1
  -2	-8	3	2	-7	i	4	-2	18
49	COc1ccc(NC(=O)c2cc([N+](=O)[O-])ccc2N2CCN(C)CC2)cc1
  0	5	-1	3	46	i	8	-2	6
50	O=C(Nc1nc2ccccc2s1)c1ccc(OCC2CCCO2)cc1 (centres undefined)
  -9	3	0	1	10	i	5	-1	4
51	CSc1nnc(-c2ccc(F)cc2)o1
  -4	1	-1	0	-7	i	-3	0	-3
52	CC1Cc2ccccc2N1C(=O)COC(=O)CSc1ccc(F)cc1 (centres undefined)
  3	5	2	7	15	i	4	-2	9
53	O=C(CCc1nnc(CCCc2ccccc2)o1)NCC(F)(F)F
  -1	-20	2	-6	-14	i	13	-13	7
54	COc1ccccc1/C=N/n1nnnc1N
  5	-6	-1	-10	-3	i	-5	-3	15
55	CC(C)c1cc(C(=O)N2CCCC(Nc3ccc(F)c(F)c3)C2)nc(N)n1 (centres undefined)
  3	6	-3	-3	-3	i	-11	-2	-5
56	N#C/C(=N\Nc1ccc(Cl)cc1)C(=N)N1CCCCCC1
  2	2	3	-3	-2	i	-8	-6	-5
57	CCC1Sc2ccc(S(=O)(=O)CCC(=O)N3CCc4ccccc43)cc2NC1=O (centres undefined)
  -3	9	5	-6	14	i	12	-7	-10
58	CCCCCCCOc1ccc(OC(=O)c2ccncc2)cc1
  -4	-1	-3	4	3	i	0	-11	1
59	Cc1occc1C(=O)N/N=C/c1c(O)ccc2ccccc12
  -4	-18	-5	-14	7	.	-7	-11	11
60	NS(=O)(=O)c1ccc(NC(=O)c2cc(=O)c3ccccc3o2)cc1
  2	5	-1	1	0	i	-3	-3	13

Later entries:
Each structure is followed by: MT1-MMP act inh	PABP1 MLLE inh	Rin1-Abl PPI inh	eLon inh	FAS-TE inh	Neddylation inh	CendR NRP1 mod	MsrA act	SKN-1 block
61	COc1cc(C(=O)NC(C)Cc2cccs2)cc(OC)c1OC (centres undefined)
  2	-1	-2	0	-8	i	8	-9	1
62	CCOC(=O)CCn1nc(-c2ccc(C)cc2)c2ccccc2c1=O
  0	0	-5	-1	10	i	12	-2	6
63	COc1cc(/C=C/C(=O)OCC(=O)NC(=O)NCc2ccco2)ccc1OC(F)F
  0	-10	-1	3	4	i	-14	5	7
64	Cc1ccc(S(=O)(=O)C(CCC(=O)c2ccc(Cl)cc2)C(N)=O)cc1 (centres undefined)
  3	-1	-3	8	-6	i	-6	-1	-5

This is a random part of the collection; about 4% have a hit in one of these screens.
